# Source: PubChem BioAssay (several laboratories)
# ZTA DNA inh: counter-screen for EBNA-1 inhibitors: inhibitors of Epstein-Barr virus ZTA | AID 2234 | ZTA-DNA binding, fluorescence polarization | P03206 | 320,000 compounds, 0.15% hits | inhibition, % at 11 µM; in the data active = inhibition above about 33%
# Fh CTSL1 inh: blocks F. hepatica cathepsin L1 in PFM18AAP counter-screen | recombinant F. hepatica cathepsin L1, Z-Leu-Arg-MCA fluorescence | inhibition, % at 5.96 µM | 300,000 compounds, 0.49% hits | AID 1906;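 active = inhibition above the mean of all tested compounds plus 3 SD, set per screening campaign, cut at about 17% in these data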;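 also: 0% = plate median of test compound wells and 100% = 1 µM Z-Phe-Ala-diazomethylketone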
# PP1 counter: PP1-alpha (human) inhibition in PP5 counter-screen. AID 2235. P62136. 320,000 compounds, 0.9% hits. purified PP1alpha, OMFP fluorescence. inhibition, % at 6.7 µM;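 active = inhibition above the mean inhibition of all tested compounds plus 3 SD, computed separately for each screening campaign, cut at about 15% in these data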
# Target sequence (P62136 whole entry, looked up): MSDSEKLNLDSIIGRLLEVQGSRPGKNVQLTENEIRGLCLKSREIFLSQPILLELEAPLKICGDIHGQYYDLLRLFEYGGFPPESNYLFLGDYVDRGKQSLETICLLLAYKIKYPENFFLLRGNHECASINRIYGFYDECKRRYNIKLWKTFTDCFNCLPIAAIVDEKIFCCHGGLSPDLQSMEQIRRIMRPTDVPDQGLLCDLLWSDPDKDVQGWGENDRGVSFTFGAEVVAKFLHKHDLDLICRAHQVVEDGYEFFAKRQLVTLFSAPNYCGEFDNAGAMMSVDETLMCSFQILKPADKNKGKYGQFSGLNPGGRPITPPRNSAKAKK
# TPT1 inh: inhibitors of Candida albicans tRNA 2'-phosphotransferase TPT1; recombinant caTPT1, FP RNA substrate dephosphorylation; inhibition, % at 5 µM; 300,000 compounds, 0.81% hits; AID 1962;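 active = inhibition above the mean of all tested compounds plus 3 SD, set per screening campaign, cut at about 24% in these data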;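 also: plate controls were DMSO alone for no effect and ferristatin control at 100 nM for full effect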
# core dimer inh: HCV core protein dimerization inhibition | TR-FRET GST/Flag-core106 dimerization, 1536-well | 300,000 compounds, 0.33% hits | inhibition, % at 5 µM | AID 1899;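 active = inhibition above the mean of all tested compounds plus 3 SD, set per screening campaign, cut at about 45% in these data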
#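 Assay system – GST-tagged and Flag-tagged HCV core protein residues 1-106 · Quantity – core106 proteins, GST 13.5 nM and Flag 17 nM · Benchmarks – unlabelled core106 and no-GST-core106 wells · Read-out basis – percent inhibition of core106 dimerization signal · Detection – time-resolved FRET, ex 340 nm, em 617 and 671 nm · Schedule – 4 h at 22.5 °C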
# EBNA-1 inh: blocks EBNA-1 binding to DNA. inhibition, % at 14.8 µM. EBNA-1 DNA binding, fluorescence polarization. 300,000 compounds, 0.34% hits. AID 1950; in the data active = inhibition above about 28%
# PREPL inh: inhibitors of human prolyl oligopeptidase-like enzyme PREPL; AID 2751; 320,000 compounds, 0.68% hits; inhibition, % at 5.96 µM; Q4J6C6; recombinant PREPL, fluorescence polarization activity-based probe; in the data active = inhibition above about 43%;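 also: 0% = enzyme with DMSO and 100% = wells lacking enzyme; many of its hits are not listed in these tables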
# Target sequence (Q4J6C6 whole entry, looked up): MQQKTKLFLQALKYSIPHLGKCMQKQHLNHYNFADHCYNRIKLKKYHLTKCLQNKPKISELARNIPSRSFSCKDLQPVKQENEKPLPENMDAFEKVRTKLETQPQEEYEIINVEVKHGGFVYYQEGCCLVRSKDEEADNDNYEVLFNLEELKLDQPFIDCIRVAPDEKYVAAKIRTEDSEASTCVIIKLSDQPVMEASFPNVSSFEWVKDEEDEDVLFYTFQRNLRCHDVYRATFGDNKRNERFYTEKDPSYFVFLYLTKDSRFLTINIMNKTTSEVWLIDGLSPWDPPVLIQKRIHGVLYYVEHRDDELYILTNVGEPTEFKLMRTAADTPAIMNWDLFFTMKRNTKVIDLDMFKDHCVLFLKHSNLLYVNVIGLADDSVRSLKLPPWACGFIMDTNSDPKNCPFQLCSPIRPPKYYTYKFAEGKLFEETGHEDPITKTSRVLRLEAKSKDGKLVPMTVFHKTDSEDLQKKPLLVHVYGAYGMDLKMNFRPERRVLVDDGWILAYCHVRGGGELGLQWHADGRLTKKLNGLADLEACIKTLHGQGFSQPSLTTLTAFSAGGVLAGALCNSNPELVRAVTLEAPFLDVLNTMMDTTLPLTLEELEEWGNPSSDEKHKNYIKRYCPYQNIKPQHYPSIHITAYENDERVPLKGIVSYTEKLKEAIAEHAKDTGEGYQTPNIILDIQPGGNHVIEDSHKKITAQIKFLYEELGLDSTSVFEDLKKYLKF
# Efflux pump mplx: inhibitors of Candida antifungal efflux pumps expressed in yeast. S. cerevisiae Candida pump triplex, Nile Red efflux. inhibition, % at 10 µM. 330,000 compounds, 0.44% hits;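 active = plate passing quality check with inhibition over a set limit, or well fluorescence over plate mean plus 4 SD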;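 also: Nile Red retained in pooled yeast measured as flow cytometry median fluorescence; 0% = buffer negative control and 100% = Enniatin B positive control; higher means more Nile Red kept so more efflux inhibition; some compounds called inactive have numbers as strong as hits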
# PP5 inh: blocks human protein phosphatase 5 activity. purified PP5c, OMFP substrate fluorescence. P53041. inhibition, % at 6.7 µM. 320,000 compounds, 0.18% hits;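 active = inhibition above the campaign's mean inhibition across all tested compounds plus 3 SD, cut at about 9.5% in these data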;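 also: 0% = DMSO only and 100% = 100 µM cantharidin control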
# Numbers without * were called inactive; · = no result given. An excerpt; count on the stated rates, not on these rows.
# The first 2 entries, to show the layout:
SMILES,ZTA DNA inh,Fh CTSL1 inh,PP1 counter,TPT1 inh,core dimer inh,EBNA-1 inh,PREPL inh,Efflux pump mplx,PP5 inh
C#CCOCCOCCOCCNc1nc(N2CCN(C(=O)CCCCCCCCCCNC(=O)[C@H]([C@@H](C)CC)n3cc(CCCCCN)nn3)CC2)nc(N2CCN(C(=O)CCCCCCCCCCNC(=O)[C@H]([C@@H](C)CC)n3cc(CCCCN=C(N)N)nn3)CC2)n1,163*,10,70*,0,7,5,63*,0.9,9.0
O=C(NCC1CCCO1)C1c2ccccc2C(=O)N1Cc1ccc2c(c1)OCO2 (centres undefined),5,-2,0,-3,-2,1,-5,-0.2,1.4

# All compounds of this part, previewed entries included:
SMILES,ZTA DNA inh,Fh CTSL1 inh,PP1 counter,TPT1 inh,core dimer inh,EBNA-1 inh,PREPL inh,Efflux pump mplx,PP5 inh
C#CCOCCOCCOCCNc1nc(N2CCN(C(=O)CCCCCCCCCCNC(=O)[C@H]([C@@H](C)CC)n3cc(CCCCCN)nn3)CC2)nc(N2CCN(C(=O)CCCCCCCCCCNC(=O)[C@H]([C@@H](C)CC)n3cc(CCCCN=C(N)N)nn3)CC2)n1,163*,10,70*,0,7,5,63*,0.9,9.0
O=C(NCC1CCCO1)C1c2ccccc2C(=O)N1Cc1ccc2c(c1)OCO2 (centres undefined),5,-2,0,-3,-2,1,-5,-0.2,1.4
COc1cccc(C2C3=C(CC(C)(C)CC3=O)OC(N)=C2[N+](=O)[O-])c1 (centres undefined),15,1,5,-4,-2,15,-2,-0.2,0.6
Cc1cc(Cn2nc(C(=O)NCc3cccc(C(F)(F)F)c3)cc2-c2ccccc2)on1,16,3,6,-8,-15,6,17,·,2.0
Cc1ccc(S(=O)(=O)N2CCCCC2)cc1NC(=O)CSc1nnc(N)s1,7,-3,-7,2,1,-11,6,0.2,-0.5
S=c1[nH]nc(Cc2ccccc2)n1-c1ccc(Cl)cc1,-3,4,1,-1,-1,4,4,-0.1,1.8
O=C(O)CC(C(=O)OC1CCCCC1)N1CCOCC1 (centres undefined),-8,6,-1,-5,-11,2,10,-0.1,1.5
COc1ccc(Cl)cc1S(=O)(=O)N1CCCc2ccccc21,-9,4,2,-3,3,-2,4,0.4,3.1
CC(NC(=O)c1cc(-c2cccnc2)nc2ccc(Br)cc12)C1CCCO1 (centres undefined),151*,1,0,0,10,160*,-5,0.1,0.2
N#CCc1nn2c3c(cnc2c1C#N)C(=O)CCC3,1,11,6,6,-7,1,31,-0.2,-2.3
O=[N+]([O-])c1cccc(-c2nnc3ccccn23)c1,-4,-2,3,0,2,0,-4,-0.1,-0.4
CN(Cc1ccccc1)C(=O)COc1ccc(N(C)S(=O)(=O)c2ccc(F)cc2)cc1,-17,2,-1,-2,3,0,14,0.2,1.2
COC(=O)c1ccc(N2C(=O)CC(N(C)CCc3ccc(OC)c(OC)c3)C2=O)cc1 (centres undefined),-25,-2,-1,-8,-6,-8,-8,0.0,1.6
Fc1cccc(-c2nn[nH]n2)c1,-9,-4,-1,7,-7,-3,5,0.0,2.0
Cc1cccc(Nc2nc(N)nc(CSC(=S)N3CCOCC3)n2)c1,16,-3,-1,1,4,6,-3,-0.2,0.2
CCCS(=O)(=O)NCCc1cc2cc(C)c(C)cc2[nH]c1=O,-15,3,-2,-1,-7,2,6,0.1,0.6
O=C(NCC1CCCO1)c1ccccc1 (centres undefined),8,-4,-2,-5,-6,12,9,-0.2,-1.0
CCc1ccc([C@@H]2C[C@H]3CN(Cc4ccccc4OC)C(=O)[C@]34CCCN24)cc1,0,-3,-3,7,6,6,4,-0.2,0.6
Cn1c(SCC(=O)NC2CCCCC2)nnc1-c1ccccn1,-1,-2,-2,3,-10,6,11,-0.1,2.3
O=S(=O)(c1cccc2nsnc12)N1CCN(c2ccccc2F)CC1,1,-1,1,-3,5,8,-10,-0.2,1.1
CC(=O)c1ccc(-c2ccc(C(=O)NCC3CCCO3)o2)cc1 (centres undefined),16,3,-4,0,5,-7,1,-0.1,0.6
COc1ccc(S(=O)(=O)NCCC(=O)N2CCCN(C)CC2)cc1,7,·,-4,·,·,·,2,-0.1,-0.5
CC(=O)c1cccc(NC(=O)CN(C2CCCCC2)S(C)(=O)=O)c1,-11,0,0,-4,-7,4,6,-0.1,-1.6
CC(OC(=O)CCN1C(=O)C2CC=CCC2C1=O)C(=O)Nc1cccc(Cl)c1 (centres undefined),0,-4,2,-2,-6,10,-2,0.0,0.2
O=C(NCc1ccco1)C1CC(c2ccccc2C(F)(F)F)=NO1 (centres undefined),-1,-1,-1,3,-2,-17,-11,-0.1,2.2
COc1ccc(CNc2ccc(S(N)(=O)=O)cc2)c(OC)c1OC,2,-1,-4,1,0,0,-5,-0.2,0.1
CCCn1c(NC(=O)C23CC4CC(CC(O)(C4)C2)C3)nc2ccccc21,-5,-2,-5,0,4,1,-3,0.0,3.3
COc1cccc(C(NC(C)=O)c2ccc3cccnc3c2O)c1 (centres undefined),-16,1,-1,0,-5,-7,7,0.0,2.3
CC(=O)N1c2ccccc2C(C)(c2ccccc2)CC1(C)C (centres undefined),5,3,-2,-2,3,0,0,0.1,-1.1
CCn1c(N)c(C(=O)NCC2CCCO2)sc1=S (centres undefined),-13,-1,-1,-2,-2,-5,0,0.1,1.2

# Fetched one by one from above, 4 records:
SMILES,ZTA DNA inh,Fh CTSL1 inh,PP1 counter,TPT1 inh,core dimer inh,EBNA-1 inh,PREPL inh,Efflux pump mplx,PP5 inh
COc1ccc(CNc2ccc(S(N)(=O)=O)cc2)c(OC)c1OC,2,-1,-4,1,0,0,-5,-0.2,0.1
CC(=O)c1cccc(NC(=O)CN(C2CCCCC2)S(C)(=O)=O)c1,-11,0,0,-4,-7,4,6,-0.1,-1.6
CC(=O)N1c2ccccc2C(C)(c2ccccc2)CC1(C)C (centres undefined),5,3,-2,-2,3,0,0,0.1,-1.1
CC(OC(=O)CCN1C(=O)C2CC=CCC2C1=O)C(=O)Nc1cccc(Cl)c1 (centres undefined),0,-4,2,-2,-6,10,-2,0.0,0.2

# (listing goes on)
SMILES,ZTA DNA inh,Fh CTSL1 inh,PP1 counter,TPT1 inh,core dimer inh,EBNA-1 inh,PREPL inh,Efflux pump mplx,PP5 inh
O=C(Nc1ccccc1)N(C1=NCCCCS1)c1ccccc1,9,-13,-3,-3,4,-10,-5,0.1,1.8
O=C(Nc1ccc(Cl)cc1)c1ccsn1,-1,0,0,-2,1,5,-11,0.1,1.9
C/C(CC(=O)Nc1ccc([N+](=O)[O-])cc1)=N\NC(=O)c1ccccc1[N+](=O)[O-],-1,-4,2,-1,0,2,3,0.0,2.9
COc1ccc(CNC(=O)N2CCN(c3ccc(F)cc3)CC2)cc1,-9,1,1,-3,-1,8,2,-0.2,-1.5
Cc1ccc(-c2nnn(CC(=O)N(c3ccccc3)C(C(=O)NC3CCCC3)c3ccco3)n2)o1 (centres undefined),-16,-3,-4,0,0,-5,15,-0.1,2.7
COc1ccc(NC(=O)c2cccnc2Cl)c(S(=O)(=O)N2CCOCC2)c1,6,-1,0,-2,-1,2,20,-0.4,0.7
Cc1nc2cc(OCc3cc(C(=O)NC(C)c4cn(C)nc4C)no3)ccc2s1 (centres undefined),10,-2,8,-2,3,2,1,0.1,0.9
COC(=O)CCc1nc2cc(Cl)ccc2n(Cc2ccccc2)c1=O,15,2,-2,2,0,2,29,0.0,1.5
CCCC(=O)Nc1ccc(C(=O)NNC(=S)NC(=O)c2ccc(Br)o2)cc1,6,0,0,-5,0,1,1,0.0,0.4
COc1ccc(S(=O)(=O)N(C)CC(=O)NCC2CCCO2)cc1OC (centres undefined),-3,3,-1,-1,-16,-22,1,0.1,-0.3

# Exported bar-delimited: entries from further up.
molecule | ZTA DNA inh | Fh CTSL1 inh | PP1 counter | TPT1 inh | core dimer inh | EBNA-1 inh | PREPL inh | Efflux pump mplx | PP5 inh
O=C(Nc1ccc(Cl)cc1)c1ccsn1 | -1 | 0 | 0 | -2 | 1 | 5 | -11 | 0.1 | 1.9
C/C(CC(=O)Nc1ccc([N+](=O)[O-])cc1)=N\NC(=O)c1ccccc1[N+](=O)[O-] | -1 | -4 | 2 | -1 | 0 | 2 | 3 | 0.0 | 2.9
COc1ccc(CNC(=O)N2CCN(c3ccc(F)cc3)CC2)cc1 | -9 | 1 | 1 | -3 | -1 | 8 | 2 | -0.2 | -1.5
Cc1ccc(-c2nnn(CC(=O)N(c3ccccc3)C(C(=O)NC3CCCC3)c3ccco3)n2)o1 (centres undefined) | -16 | -3 | -4 | 0 | 0 | -5 | 15 | -0.1 | 2.7
COc1ccc(NC(=O)c2cccnc2Cl)c(S(=O)(=O)N2CCOCC2)c1 | 6 | -1 | 0 | -2 | -1 | 2 | 20 | -0.4 | 0.7

# Additional records.
SMILES,ZTA DNA inh,Fh CTSL1 inh,PP1 counter,TPT1 inh,core dimer inh,EBNA-1 inh,PREPL inh,Efflux pump mplx,PP5 inh
C[C@H](NC(=O)c1ccccc1Cl)C(=O)OCc1cn2cc(Cl)ccc2n1,-7,-4,-8,-2,-6,2,15,-0.1,2.2
COc1ccc(N2CCN(C(=O)c3ccccc3NC(=O)C3=C(C)OCCS3)CC2)cc1,-1,1,1,-1,-14,7,21,0.6,3.5
O=C(Cc1ccsc1)N1CCc2c([nH]c3ccccc23)C1c1ccccn1 (centres undefined),-4,2,0,-3,-1,11,4,-0.1,4.4
CS(=O)(=O)N1CCCC(C(=O)NCc2ccccn2)C1 (centres undefined),-8,5,-4,-6,-5,2,21,-0.1,-1.8
COc1cc(-c2noc(C)c2/C=C/c2ccc(OC(C)=O)cc2)cc(OC)c1OC,2,-21,1,1,3,5,14,0.0,3.7
S=c1[nH]c2ccc(Cc3ccc4[nH]c(=S)[nH]c4c3)cc2[nH]1,4,2,3,1,33,5,19,0.1,4.6
O=C(CSc1ccc(-c2cccnc2)nn1)Nc1ccc(Br)cc1,-7,3,-2,0,3,1,-39,0.2,5.8
Cc1ccc(-n2nc(CN3CCOCC3)c(-c3ccccc3)c2N)cc1Cl,-10,6,-1,1,-5,-12,33,0.6,1.5
CNC(=O)[C@@H]1CCC(=O)N1,3,·,0,·,·,·,-2,0.3,1.0
CC(C)(C=O)C1=CC(=O)c2ccccc2C1=O,-3,-2,-1,-1,-16,-2,2,-0.2,2.6
O=C(Nc1cccc(F)c1)/C(=C\c1cccnc1)NC(=O)c1cccs1,-9,-2,-1,-5,-2,-6,3,-0.1,1.8
Cc1cc(C)c(S(=O)(=O)N2CCOCC2)cc1NS(=O)(=O)c1cc(OCC(N)=O)c(C)cc1Cl,11,2,-7,-4,6,4,-1,-0.1,-0.3
CSCCC(=O)N1C(C)CCCC1C(=O)O (centres undefined),-22,1,-3,-2,-6,0,19,-0.1,-0.1
O=C(COc1ccc2ccccc2c1Br)NNC(=O)Nc1ccccc1,8,-5,8,-1,20,24,-3,-0.1,-2.0
O=C(COc1ccccc1Br)c1ccc2c(c1)OCO2,1,5,1,0,-4,7,12,0.2,5.0
COc1cc(/C=C/C(=O)/C=C(O)/C=C/c2ccc(O)c(OC)c2)ccc1O,34*,·,-2,·,·,·,8,0.6,3.1
CCOC(=O)Cn1c(S(=O)(=O)Cc2ccc(Cl)cc2)nc(-c2ccccc2)c1-c1ccccc1,17,0,-4,2,8,2,6,-0.1,1.3
